Large T inhibition – SV40 large T antigen inhibitors, biochemical (AID 1903); SV40 large T antigen ATPase/helicase inhibition assay; higher % means a stronger effect; inhibition, % at 20 µM, or IC50 in µM where a hit was titrated; 310,000 compounds, 0.39% hits; in the data active = a potency from the dose series; inconclusive = inhibition mostly from about 32% at the one dose, without a potency; inactive = the rest, 99 in 100 with inhibition below about 32%; note: strong numbers were not always called active
Yfh1-depleted yeast – enhancers of respiration in Yfh1-depleted yeast, dose response, Friedreich's ataxia, plus single-dose screen (AID 1465); 220,000 compounds, 0.074% hits; S. cerevisiae Yfh1-off respiration, WST-1 reduction, 72 h; higher fold induction means a stronger effect; one-dose fold induction at 50 µM; EC50 in µM for titrated hits;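 active = fold induction of absorbance versus untreated yeast above a set limit, then at least 30% activation at any dose in follow-up; inconclusive = repeats straddling the limit, or above it without dose testing; inactive = fold induction below the set limit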;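 note: activators that raise dye reduction in frataxin-depleted yeast; strong numbers were not always called active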
GPR35 arrestin U2OS – GPR35 antagonists blocking zaprinast-driven arrestin recruitment, primary screen, imaging, U2OS, beta-arrestin-GFP, zaprinast agonist (AID 2058); G-protein coupled receptor 35 (Homo sapiens); U2OS GPR35 beta-arrestin-GFP translocation imaging, zaprinast antagonism; higher % means a stronger effect; inhibition, % at 10 µM; hits with a dose series show IC50 in µM; 290,000 compounds, 0.052% hits;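 active = inhibition of at least 50% with at least 30 cells and total cytoplasm GFP at most 10,000,000; inconclusive = under 30 cells or total GFP of 10,000,000 plus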
MgcRacGAP inhibition – MgcRacGAP GTPase-activating activity inhibitors, confirmation, biochemical, ADP Hunter fluorescence; Rac GTPase-activating protein 1 (Homo sapiens); one-dose inhibition, % at 30 µM; IC50 in µM for titrated hits; AID 624330, 2012; 340,000 compounds, 0.6% hits; MgcRacGAP-stimulated Rac1 GTP hydrolysis, ADP Hunter fluorescence; higher % means a stronger effect; GST-tagged Rac1 F28L mutant substrate;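 active = first-screen hits whose inhibition reached a set limit at any dose in the follow-up dose series; inconclusive = inhibition above the set first-screen limit but never retested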;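 note: fluorescence reports GDP produced by GAP-driven GTP hydrolysis; strong numbers were not always called active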
GPR55 activation – GPR55 agonists via beta-arrestin recruitment, primary screen, imaging, U2OS cells, beta-arrestin-GFP redistribution (AID 1961); G-protein coupled receptor 55 (Homo sapiens); U2OS GPR55 beta-arrestin-GFP redistribution imaging; higher % means a stronger effect; one-dose activation, % at 10 µM; EC50 in µM for titrated hits; 290,000 compounds, 0.048% hits;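 active = activation above 40% with more than 50 cells counted in the well; inconclusive = wells holding fewer than 50 cells, flagged as toxic or sparse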;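 note: U2OS osteosarcoma cells stably expressing GPR55 and beta-arrestin-GFP; plate controls were DMSO negative control for no effect and LPI positive control for full effect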
GPR55 LPI antagonism – GPR55 antagonists blocking LPI-driven arrestin recruitment, primary screen, imaging, U2OS, beta-arrestin-GFP, LPI agonist (AID 2013). one-dose inhibition, % at 10 µM; IC50 in µM for titrated hits. 290,000 compounds, 0.13% hits. U2OS GPR55 beta-arrestin-GFP translocation imaging, LPI antagonism; higher % means a stronger effect. G-protein coupled receptor 55 (Homo sapiens);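 active = spots per cell inhibited over 60%, with over 100 cells counted and total cytoplasm intensity under 500,000; inconclusive = wells with under 100 cells, flagged as likely toxic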;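 note: U2OS cells stably carrying GPR55 and arrestin-GFP stimulated by 5 µM LPI near EC80; imaged beta-arrestin-GFP aggregate spots per cell after agonist stimulation; plate controls were LPI-stimulated DMSO wells for no effect and DMSO wells without LPI for full effect; some results filed as inactive read as strong as hits; confirmed hits need IC50 under 10 µM and bright autofluorescent wells are also inconclusive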
NTR1 ag – agonists of NTR1, primary screen, imaging, U2OS cells, beta-arrestin-GFP, high content (AID 493036) | NTR1-U2OS beta-arrestin-GFP spot imaging, agonist mode | activation, % at 20 µM | 330,000 compounds, 0.17% hits;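 active = activation at or above 40% of the spot to cytoplasm intensity ratio, with at least 20 cells analyzed; inconclusive = wells under 20 cells, flagged as cytotoxic or low count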;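 note: 0% = DMSO without peptide and 100% = 100 nM NTR1 peptide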
Target sequence (P30989 whole entry, looked up): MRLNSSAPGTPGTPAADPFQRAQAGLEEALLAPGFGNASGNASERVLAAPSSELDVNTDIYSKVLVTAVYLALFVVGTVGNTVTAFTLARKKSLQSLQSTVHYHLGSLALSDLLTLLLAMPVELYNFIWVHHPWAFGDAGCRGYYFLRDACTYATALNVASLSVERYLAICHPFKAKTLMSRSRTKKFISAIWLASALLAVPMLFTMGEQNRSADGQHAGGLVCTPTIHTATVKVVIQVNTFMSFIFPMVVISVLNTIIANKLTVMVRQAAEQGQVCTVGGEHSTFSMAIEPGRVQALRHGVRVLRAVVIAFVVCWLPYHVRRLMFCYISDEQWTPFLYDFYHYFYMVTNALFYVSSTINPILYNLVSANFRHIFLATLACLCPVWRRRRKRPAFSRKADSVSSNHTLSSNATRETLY
AID2073 – inhibitors of Mint1-CaV2.2 protein interaction, biochemical, HTRF (AID 2073) | Voltage-dependent N-type calcium channel subunit alpha-1B (Homo sapiens) | HTRF protein-protein interaction, Mint1-CaV2.2; higher % means a stronger effect | one-dose inhibition, % at 20 µM; IC50 in µM for titrated hits | 290,000 compounds, 0.19% hits; in the data active = inhibition mostly above about 51%, no sharp cut-off; inconclusive = no clear call, values can overlap the other calls; inactive = mostly below about 53%; note: some results filed as inactive read as strong as hits
Dengue-2 NS5 capping – Dengue-2 NS5 methyltransferase inhibitors, primary screen, biochemical, confirmation dose response (AID 588689). 340,000 compounds, 0.3% hits. inhibition, % at 25 µM, or IC50 in µM where a hit was titrated. Genome polyprotein (Dengue virus type 2 (strain 16681-PDK53)). Dengue-2 NS5 methyltransferase capping enzyme assay, biochemical; higher % means a stronger effect; in the data active = a potency from the dose series; inconclusive = inhibition above about 29% without an active follow-up result
NTR1 ag cell count 20 µM – further read-out of NTR1 ag, marked with its call; cell count; measured here: cell count, cytotoxicity flag
Dengue-2 NS5 capping pilot replicate – recorded beside Dengue-2 NS5 capping, whose call it bears; inhibition, %; measured here: pilot screen replicate inhibition
An asterisk follows results filed as active; i = inactive; ? = inconclusive; nt = no result given; & = joins results of further samples.

SMILES	Large T inhibition	Yfh1-depleted yeast	GPR35 arrestin U2OS	MgcRacGAP inhibition	GPR55 activation	GPR55 LPI antagonism	NTR1 ag	NTR1 ag cell count 20 µM	AID2073	Dengue-2 NS5 capping	others
CCOc1ccc(NC(=O)CN(C)C(=O)CCCOc2ccc(Cl)c(C)c2)cc1OCC	9%	nt	6%	4%	-0.1%	8%	9.7	48	2%	-7%
CN(C)c1ccc(NC(=O)CSc2nc3ccccc3c(=O)n2C2CCCCC2)cc1	21%	i	1%	13%	-0.1%	4%	-1.9	88	9%	-3%
O=C(N/N=C/c1ccco1)c1ccccn1	1%	i	-5%	-4%	-0.2%	6%	-0.6	48	1%	0%
COc1ccc(NC(=S)N(CCCN2CCOCC2)Cc2cn(C)c3ccccc23)cc1	10%	i	-3%	4%	0.6%	3%	1.1	60	-14%	-6%
CCN(CC(=O)Nc1c(F)cccc1F)C(=O)CSc1nc(C)cc(C)n1	12%	nt	5%	3%	-0.1%	6%	1.3	59	1%	1%
COc1ccc(N2C(=O)c3ccccc3C(C)(C)C2=O)cc1	1%	nt	-11%	5%	0.1%	-5%	2.1	56	8%	1%
O=C(c1nc2ccc(Cl)cn2c1CNCC[C@@H]1C[C@@H]2C=C[C@H]1C2)N1CCCCCCC1	-9%	i	-10%	1%	0.2%	27%	8.6	43	7%	-19%
COc1cc(OC)c(C2N(c3ccc(Cl)c(Cl)c3)C(=O)C3CCCN32)cc1OC (stereo unspecified)	9%	i	-3%	3%	0.0%	4%	-0.6	72	3%	0%
COc1ccc(NC(C)c2cc(Cl)ccc2O)cc1 (stereo unspecified)	12%	i	4%	69µM*	0.2%	-5%	0.7	70	-16%	12%
O=C(NCCS(=O)(=O)NC1CCCC1)c1ccccc1	-5%	nt	nt	8%	nt	nt	0.8	64	nt	1%
CCCSc1nnc(NC(=O)Nc2ccc(F)cc2)s1	0%	i	-4%	12%	-0.1%	-17%	3.1	50	6%	-2%
Cc1ccc2cc(CN(CCCN3CCOCC3)C(=O)NC3CCCCC3)c(=O)[nH]c2c1C	4%	i	nt	-7%	nt	nt	-2.3	74	nt	0%
COc1ccc(OC)c(Nc2nc(NCCO)c3ccccc3n2)c1	9%	nt	-1%	11%	0.3%	-3%	4.9	65	-2%	-8%
Cc1cc(Cl)ccc1NC(=O)c1ccc2c(c1)OCO2	7%	nt	-13%	3%	-0.1%	-10%	0.7	53	2%	-6%
Cc1cc(Sc2nccn2C)ncc1[N+](=O)[O-]	10%	i	4%	11%	-0.1%	-1%	-0.3	99	-2%	-4%

Compounds above that contain sulfur (six):
SMILES	Large T inhibition	Yfh1-depleted yeast	GPR35 arrestin U2OS	MgcRacGAP inhibition	GPR55 activation	GPR55 LPI antagonism	NTR1 ag	NTR1 ag cell count 20 µM	AID2073	Dengue-2 NS5 capping	others
CN(C)c1ccc(NC(=O)CSc2nc3ccccc3c(=O)n2C2CCCCC2)cc1	21%	i	1%	13%	-0.1%	4%	-1.9	88	9%	-3%
COc1ccc(NC(=S)N(CCCN2CCOCC2)Cc2cn(C)c3ccccc23)cc1	10%	i	-3%	4%	0.6%	3%	1.1	60	-14%	-6%
CCN(CC(=O)Nc1c(F)cccc1F)C(=O)CSc1nc(C)cc(C)n1	12%	nt	5%	3%	-0.1%	6%	1.3	59	1%	1%
O=C(NCCS(=O)(=O)NC1CCCC1)c1ccccc1	-5%	nt	nt	8%	nt	nt	0.8	64	nt	1%
CCCSc1nnc(NC(=O)Nc2ccc(F)cc2)s1	0%	i	-4%	12%	-0.1%	-17%	3.1	50	6%	-2%
Cc1cc(Sc2nccn2C)ncc1[N+](=O)[O-]	10%	i	4%	11%	-0.1%	-1%	-0.3	99	-2%	-4%

Following part:
SMILES	Large T inhibition	Yfh1-depleted yeast	GPR35 arrestin U2OS	MgcRacGAP inhibition	GPR55 activation	GPR55 LPI antagonism	NTR1 ag	NTR1 ag cell count 20 µM	AID2073	Dengue-2 NS5 capping	others
CC(C)(C)NC(=O)c1cc(F)c(F)cc1Cl	1%	i	-4%	6%	0.0%	-14%	-0.4	57	-9%	3%
CCOC(=O)C1C(c2cccc(F)c2)NC(=S)NC1(O)C(F)(F)F (stereo unspecified)	-2%	i	-5%	6%	-0.2%	13%	1.5	79	-32%	0%
CCOC(=O)N1CCN(c2c(NCCCN(CC)c3cccc(C)c3)c(=O)c2=O)CC1	?	i	6%	16%	0.3%	8%	0.0	86	-3%	0%
Nc1cc(-c2ccccc2)ccc1O	?	i	3%&10%	?	0.2%&0.6%	-5%&15%	-2.9	73	-40%&-5%	-7%
COc1ccc(S(=O)(=O)N2CCOCC2)cc1N(C)S(=O)(=O)c1ccc(C)cc1	-3%	nt	3%	9%	0.0%	-35%	0.7	49	11%	0%
Cn1c(=O)c2c(nc(NCc3ccc4c(c3)OCO4)n2C)n(C)c1=O	-2%	i	-10%	0%	-0.1%	4%	1.6	57	-3%	-1%
COc1ccc(C(=O)NCc2ccccn2)cc1[N+](=O)[O-]	-4%	i	3%	9%	0.2%	14%	1.0	65	40%	-2%
Cc1ccccc1CSc1n[nH]c(NS(=O)(=O)c2ccccc2)n1	4%	i	-8%	-5%	-0.3%	-10%	-0.9	99	7%	3%
CC(C)(C)c1nc2sc3c(c2c(=O)o1)CCCC3	2%	i	-5%	9%	0.2%	-16%	0.3	55	1%	3%
N#Cc1ccc(NC(=O)c2sc3cc(C(F)(F)F)cnc3c2-c2cccs2)cc1	18%	i	2%	4%	-0.1%	-10%	2.4	66	31%	-3%
CC(Cc1nnc(N)s1)c1ccccc1 (stereo unspecified)	4%	nt	-10%	12%	0.0%	2%	0.7	68	?	1%	Dengue-2 NS5 capping pilot replicate=-2.4
CN1CCN(C(=O)c2ccc3ccccc3c2)CC1	-1%	i	22%	3%	-0.3%	9%	-1.9	82	6%	3%	Dengue-2 NS5 capping pilot replicate=-2.4
CCOc1cc(Cl)c(S(=O)(=O)NCc2ccccn2)cc1Cl	14%	i	-14%	-2%	0.0%	-6%	0.0	49	15%	-6%
Cc1ccc(-c2nc(SC(C)C(=O)N3CCOCC3)n[nH]2)cc1 (stereo unspecified)	20%	nt	13%	2%	-0.1%	5%	-0.6	50	6%	-3%
CCC(C)NC(=O)C1CN(S(=O)(=O)c2ccccc2)CCN1S(=O)(=O)c1ccccc1 (stereo unspecified)	6%	i	5%	9%	0.6%	-7%	-1.4	37	6%	2%
CN(C)c1cc[n+](CCC(=O)Nc2cccc([N+](=O)[O-])c2N)cc1	1%	i	-2%	9%	0.0%	9%	4.7	55	-4%	-11%
CC(C)CN1C(=O)/C(=C/c2ccco2)NC1=S	20%	i	14%	10%	-0.1%	2%	0.8	56	-12%	32%
C=CCOc1ccc(C2NC(=S)NC(c3ccccc3)=C2C(C)=O)cc1OC (stereo unspecified)	68%	i	-18%	6%	0.1%	3%	1.8	36	4%	-10%
C/C(=C\C(=O)c1ccc(Br)cc1)NCc1ccccc1	4%	i	4%	3%	-0.1%	4%	1.7	87	7%	-2%
COc1ccc(C)cc1NCc1cccc(OC)c1OC	28%	i	-8%	42µM*	0.2%	13%	-0.7	52	-7%	-4%
COc1ccc(OC)c(C2=NO[C@@](CC(=O)O)(C(=O)Nc3ccc4c(c3)OCCO4)C2)c1	15%	nt	5%	6%	0.6%	5%	2.7	56	3%	-2%
Cc1nc2ccc3nc(NC(=O)C4COc5ccccc5O4)sc3c2s1 (stereo unspecified)	1%	nt	1%	6%	-0.2%	-24%	5.4	52	1%	-5%
O=C(O)Cn1cccc1C(=O)c1ccccc1	2%	i	-7%	-2%	0.1%	2%	1.2	88	0%	-8%
CCn1c(CN2CCN(CCO)CC2)nc2ccccc21	2%	i	-16%	6%	0.4%	-9%	-0.3	68	-11%	1%
O=C(CSc1nc2ccccc2o1)Nc1ccccc1N1CCOCC1	-3%	i	4%	9%	-0.1%	-2%	0.5	60	-10%	-12%
Nc1nonc1C(=O)N/N=C/c1cc2c(cc1[N+](=O)[O-])OCO2	26%	nt	3%	5%	-0.1%	5%	0.2	46	11%	-2%
CCC(=O)c1cc(F)c(N2CCN(C(=O)Cc3ccccc3)CC2)cc1C	-2%	i	13%	7%	0.8%	7%	1.0	53	-3%	3%
Nc1c(C(=O)c2ccc(F)cc2)oc2ccccc12	6%	i	-4%	2%	-0.2%	6%	1.6	70	-3%	2%
O=C(/C=C/c1cccs1)NC1CCCC1	3%	nt	14%	10%	0.2%	4%	-0.6	49	10%	2%
CCN1C(=O)[C@H]2[C@@H](c3ccc(-c4ccc(F)cc4)c(OC)c3)N3CCC[C@@]3(C(=O)OC)[C@H]2C1=O	3%	nt	nt	4%	nt	nt	-3.5	90	nt	-8%
CC(C)NC(=O)[C@@H]1C[C@@]1(C)[C@@H](NC(=O)OCc1ccccc1)c1ccccc1	11%	i	0%	7%	0.2%	2%	2.4	94	4%	-4%
COc1ccc(NC(=O)c2ccc(Cn3cc(Cl)cn3)cc2)cc1	23%	i	8%	-5%	-0.1%	0%	0.2	45	31%	-5%
Cc1cc(C(F)(F)F)c2sc(N)nc2n1	6%	i	-1%	8%	-0.1%	9%	1.8	52	0%	-1%
CCOC(=O)C1CCN(Cc2oc(CO)cc(=O)c2O)CC1	-6%	nt	1%	0%	0.0%	1%	0.1	84	-3%	-10%
COc1cc(NC(=O)c2c(F)c(F)c(F)c(F)c2F)c(OC)cc1Cl	-4%	i	-10%	6%	-0.1%	1%	13	97	1%	-7%	Dengue-2 NS5 capping pilot replicate=-3.9
O=C(NCc1ccccn1)C1CCN(S(=O)(=O)c2ccc(Br)cc2)CC1	13%	nt	-13%	6%	0.4%	-15%	1.6	60	9%	-5%
CC1(C)CC1C(=O)Nc1ccc([N+](=O)[O-])cc1Br (stereo unspecified)	7%	i	-19%	5%	-0.2%	-7%	1.8	43	6%	2%
